# Screening data as filed in PubChem.
# HP1b chromo inh: blocks HP1-beta chromodomain binding to methylated histone tails | AlphaScreen HP1-beta / biotin-H3K9me3 peptide binding | Potency, µM (doses to about 114 µM), inactives show at the top dose activity change, negative = inhibition, usual class: inhibitors | P83916 | 0.56% of 390,000 active | AID 540317; note: potency is the fitted concentration of half-maximal effect; nearly all actives have a fitted effect of over 70% in size; inactives centre near 23
# Target sequence (P83916 whole entry, looked up): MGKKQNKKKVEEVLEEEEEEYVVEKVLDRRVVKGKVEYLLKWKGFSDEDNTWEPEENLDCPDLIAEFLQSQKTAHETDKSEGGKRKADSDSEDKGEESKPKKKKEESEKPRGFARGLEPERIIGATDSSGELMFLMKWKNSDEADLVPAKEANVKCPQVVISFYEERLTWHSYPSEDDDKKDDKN
#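 Compound inhibition of the preformed complex between 50 nM HP1-beta and 50 nM biotinylated H3K9me3 peptide was read by AlphaScreen. Buffer was PBS pH 7.4 with 0.01% Tween-20. Incubations ran 30 min at room temperature, with 10 ug/mL donor/acceptor beads.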
# mIDH1 inhibitor: blocks human mutant IDH1 R132H enzyme. O75874. IDH1-R132H enzyme, NADPH consumption, diaphorase/resazurin fluorescence. Potency, µM (doses to about 76.6 µM), inactives show top-dose activity change, negative = inhibition, most hits filed as inhibitors. 0.093% of 390,000 active; note: potency is the fitted concentration of half-maximal effect; % is set by controls: 0 for no effect and ±100 for the full control effect; nearly all actives have a fitted effect of over 65% in size
#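 IDH1-R132H (0.5 ug/mL dispensed) in pH 7.5 Tris buffer was preincubated 30 min with compound, then given a substrate mix of 0.016 mM NADPH and 2 mM alpha-KG for 80 min at room temperature; remaining NADPH was read by diaphorase/resazurin fluorescence.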
# USP1 inh: blocks the human USP1/UAF1 deubiquitinase complex; O94782; recombinant USP1/UAF1, Ub-Rhodamine cleavage fluorescence; Potency, µM (series often up to 57.1 µM), for inactives: top-dose activity change, negative = inhibition, most hits filed as inhibitors; 0.23% of 390,000 active; AID 743255; note: potency is the fitted concentration of half-maximal effect; % is set by controls: 0 for no effect and ±100 for the full control effect; nearly all actives have a fitted effect of over 60% in size; inactives centre near -12
# Target sequence (O94782 whole entry, looked up): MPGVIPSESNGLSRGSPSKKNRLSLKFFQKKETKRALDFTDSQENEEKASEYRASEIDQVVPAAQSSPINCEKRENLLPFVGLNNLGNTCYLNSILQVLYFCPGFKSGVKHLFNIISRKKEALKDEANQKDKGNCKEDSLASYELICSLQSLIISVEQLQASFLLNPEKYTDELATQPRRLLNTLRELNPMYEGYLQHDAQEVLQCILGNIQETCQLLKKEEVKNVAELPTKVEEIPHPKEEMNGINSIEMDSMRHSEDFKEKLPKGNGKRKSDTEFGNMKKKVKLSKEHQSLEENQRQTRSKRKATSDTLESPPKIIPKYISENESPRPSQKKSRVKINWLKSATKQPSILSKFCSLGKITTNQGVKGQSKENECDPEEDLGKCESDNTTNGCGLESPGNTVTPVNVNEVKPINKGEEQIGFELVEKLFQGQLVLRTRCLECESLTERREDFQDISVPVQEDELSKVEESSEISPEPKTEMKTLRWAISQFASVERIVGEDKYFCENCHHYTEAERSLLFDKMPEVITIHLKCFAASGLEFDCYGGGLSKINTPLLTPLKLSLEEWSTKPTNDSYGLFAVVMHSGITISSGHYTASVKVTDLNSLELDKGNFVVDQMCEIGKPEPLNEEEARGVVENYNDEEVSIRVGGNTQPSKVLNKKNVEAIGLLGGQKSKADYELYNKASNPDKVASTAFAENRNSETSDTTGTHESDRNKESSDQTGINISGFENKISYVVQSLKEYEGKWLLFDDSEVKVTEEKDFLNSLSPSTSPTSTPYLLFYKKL
#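 In this screen, compounds sit with the deubiquitinase complex (1nM) for 15 min at room temperature before Ub-Rho is added at 150nM final. Fluorescence rise is then followed for 6 reads every 60 seconds.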
# PI4K2A block: inhibitors of human PI4K2A | purified PI4K2A, ADP-Glo luminescence, 1 h; hits give low values | activity change, negative = inhibition, % at 76.9 µM | 0.13% of 420,000 active; in the data active = activity change below about -50%; inconclusive = mostly about -30% to -49%;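 note: -100% = wells without enzyme as full effect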
#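 ADP-Glo luminescence measured ADP generated by PI4K2A enzyme (4 ug/mL before mixing) with 1.2 mM PI substrate (pre-mix) and 300 microM ATP (pre-mix). Tris pH7.5 buffer with MgCl2, Triton X-100; 1 h reaction at ambient temperature.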
# TrxR1 inh: blocks rat thioredoxin reductase 1; recombinant rTrxR1, NADPH fluorescence consumption, selenite substrate; O89049; 1% of 390,000 active; Potency, µM (titrated, usually from 114 µM), without a hit: at the top dose activity change, negative = inhibition, usual class: inhibitors; note: potency is the fitted concentration of half-maximal effect; % is set by controls: 0 for no effect and ±100 for the full control effect; nearly all actives have a fitted effect of over 65% in size
#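 Rat TrxR1 (90 nM in the dispensed reagent) was pre-reduced with 400 uM NADPH for 5 min at room temperature, then incubated with compound for 15 min. After 400 uM selenite was added, NADPH fluorescence (Ex 340/Em 450 nm) was followed for 8 min.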
# GLS inh: inhibitors of human glutaminase (GLS); O94925; GLS enzymatic activity, qHTS titration; Potency, µM (titrated, usually from 45.5 µM), for the others: top-dose activity change, negative = inhibition, hits mostly inhibitors; 0.21% of 410,000 active; AID 624170; note: potency is the fitted concentration of half-maximal effect; % is set by controls: 0 for no effect and ±100 for the full control effect
#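 Enzyme dispensed in phosphate buffer (45 mM, pH 8.2, 0.02% Tween-20), compounds pinned in, then 1 mM L-glutamine solution and the glutamate oxidase–HRP–Amplex Red mix added; fluorescence read immediately and again after 30 min at room temperature.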
# Pin1 inhibitor: inhibitors of human Pin1. Q13526. Pin1 FP peptide displacement, HiFluor488, 10 min. Potency, µM (highest dose often 115 µM), inactives show at the highest dose activity, negative = inhibition, usual class: inhibitors. 0.009% of 390,000 active; active = well fitted inhibition curve with a large enough effect in the polarisation, with a control signal flat, not every such curve was filed as active; inconclusive = small, poorly fitted or top-dose-only effect, or effect the other way, or a change in a side signal; inactive = no such curve, though single readings can be large or run the other way; the % refers to the polarisation; note: potency is the fitted concentration of half-maximal effect; % is set by controls: 0 for no effect and ±100 for the full control effect
# Tb PGK inh: T. brucei PGK inhibition | 0.043% of 380,000 active | PGK/GAPDH coupled, Kinase-Glo luminescence, 60 min | Potency, µM (top dose mostly 57.5 µM), for the others: top-dose activity change, negative = inhibition, actives largely listed as inhibitors | AID 602233; note: potency is the fitted concentration of half-maximal effect; % is set by controls: 0 for no effect and ±100 for the full control effect; nearly all actives have a fitted effect of over 60% in size
#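 Luminescent ATP detection (Kinase-Glo Plus) follows a 60-minute room-temperature incubation, with wells lacking PGK as controls. Buffer: 100 mM TEA (pH 7.6), 5 mM MgCl2, 0.01% Tween-20. Coupling enzyme GAPDH (100 nM final) supplies unstable 1,3-BPG in-well.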
# TrxR1 substrate: is turned over as a substrate by rat TrxR1; O89049; purified TrxR1 substrate turnover, NADPH consumption readout; Potency, µM (series often up to 114 µM), for inactives: at the highest dose activity change, negative = substrate turnover; 0.01% of 390,000 active; AID 588456; note: potency is the fitted concentration of half-maximal effect; % is set by controls: 0 for no effect and ±100 for the full control effect; nearly all actives have a fitted effect of over 50% in size
#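 Rat TrxR1, dispensed at 90 nM, was prereduced with 400 uM NADPH (final) for 5 min at ~22 deg C, then incubated with compound 15 min before 400 uM selenite. A first-read NADPH fluorescence drop versus no-compound background flagged substrates.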
# * hit, by the source's call; i = inactive; ? = inconclusive; nt = not tested or not shown; [ ] = dose if it differs, or a comment. Unless noted, calls come from the whole dose curve; as a rule, active = well fitted curve in the direction sought with a large enough effect; inconclusive = small, poorly fitted or top-dose-only effect, or another doubt; inactive = no such curve, though single readings can be large; an effect the other way counts as inactive or inconclusive.
item | smiles | HP1b chromo inh | mIDH1 inhibitor | USP1 inh | PI4K2A block | TrxR1 inh | GLS inh | Pin1 inhibitor | Tb PGK inh | TrxR1 substrate
1 | O=C(c1cccs1)N1CCc2ccccc21 | 41.1%[activator] | 12.6% | -5.9% | -6.4 | 7.0% | 0.6% | -7.7% | -3.5% | -8.6%
2 | COc1cc(/C=C2/SC(=S)N(CCC(=O)N3CCN(C)CC3)C2=O)cc(OC)c1OC | nt | 3.4% | -21.7% | 3.1 | nt | -9.9% | nt | -9.5% | nt
3 | O=C(CN1C(=O)c2ccccc2C1=O)N1CCN(c2ccccn2)CC1 | 22.0% | -2.6% | 6.5% | 0.7 | 3.9% | 4.2% | -6.5% | -3.3% | 6.8%
4 | Cc1c(NS(=O)(=O)c2cccc3nsnc23)c(=O)n(-c2ccccc2)n1C | 26.1% | 2.7% | -21.4% | -4.2 | -7.5% | -5.6% | 15.6% | -1.3% | -7.6%
5 | Cc1cc(=O)oc2c(CN(C)Cc3ccccc3)c(O)ccc12 | 44.8% | -0.4% | -6.5% | -2.3 | ? | 1.0% | 4.4% | i | nt
6 | Cc1cc(N(C)/N=C/c2ccccc2)nc(-c2ccccc2O)n1 | 118.1%[activator] | -8.4% | -24.8% | -3.1 | 21.0% | -14.0% | 6.7% | 4.8% | 0.0%
7 | O=C(CSc1nnc(-c2ccco2)o1)Nc1ccccc1Cl | 33.0%[activator] | -6.0% | -21.6% | 0.9 | -9.5% | 6.0% | -4.1% | -5.2% | -5.6%
8 | CNC[C@H]1Oc2cc(Br)ccc2S(=O)(=O)N([C@H](C)CO)C[C@H]1C | nt | -9.8% | -0.6% | 0.8 | nt | 4.9% | nt | 2.0% | nt
9 | Cc1ccc(SC[C@H](Cc2ccccc2)N2CCN(CCc3ccccc3)CCC2=O)cc1 | 5.6% | 5.0%[38.3 µM] | -10.1% | 3.2 | -6.0% | 5.0% | 25.0% | 2.8% | -9.4%
10 | NNC(=O)CN1C(=O)Nc2ccc(Cl)cc2C1c1ccccc1 (centres undefined) | 38.5% | 7.5% | -18.3% | 0.7 | 17.7% | 21.8% | -6.4% | i | -0.4%
11 | Cc1ccc(OCCn2cc(C(=O)c3ccco3)c3ccccc32)cc1C | 19.5% | 17.0% | -24.6% | 0.2 | 36.5%[activator] | 1.1% | 3.6% | 8.7% | 2.7%
12 | Cc1ccc(S(=O)(=O)NCC(=O)OCCOc2ccccc2F)cc1 | 49.0%[activator] | -2.1% | -18.8% | -1.5 | 21.7% | -0.3% | 0.7% | -2.1% | -4.7%
13 | CCOc1ccccc1NC(=O)c1cnccn1 | 45.4%[activator] | 8.1% | -23.5% | -2.9 | 26.1% | -2.9% | 3.2% | -0.8% | 3.1%
14 | O=C1CC(=C2c3ccccc3-c3ccccc32)C(=O)N1CCN1CCN(c2ccccc2)CC1 | -2.6% | 3.2% | -8.7% | -0.4 | 1.9% | -1.7% | -6.6% | -13.2% | 3.2%
15 | c1ccc(C2=Nn3c(nnc3-c3cc(-c4ccccc4)n[nH]3)SC2)cc1 | 37.2% | ? | -21.4% | -6.0 | 2.6%[57.1 µM] | -9.5% | 21.5% | 6.7% | 4.2%[57.1 µM]
16 | CCOC(=O)c1c(C)[nH]c(C(=O)OCC(=O)NCc2ccc(C)cc2)c1C | 35.5% | -4.2% | -16.5% | 1.2 | 31.5% | -0.5% | 7.1% | 4.2% | 2.8%
17 | Cc1nc(NC(=O)C2CC3CCCC(C2)C3=O)sc1C (centres undefined) | 19.1% | 2.5% | -19.1% | -5.9 | 12.6%[57.1 µM] | 1.6% | -4.3% | -3.4% | 10.1%[57.1 µM]
18 | CCS(=O)(=O)c1ncc(Cl)c(C(=O)Nc2ccccc2OC)n1 | 53.1%[activator] | 14.4% | -27.1% | -1.1 | ? | -1.8% | -1.3% | -5.2% | 0.7%
19 | CN(C)C(/C=C/Nc1cccc([N+](=O)[O-])c1)=C(C#N)C#N | -0.2% | 2.0% | -43.9% | -6.3 | 22.2%[11.4 µM] | 4.9% | -2.8% | -2.2% | 12.5%[11.4 µM]
20 | COc1ccc(S(=O)(=O)NC(C)C(=O)Nc2cccc([N+](=O)[O-])c2)cc1 (centres undefined) | 11.2% | -1.3% | -17.7% | 3.5 | 2.2% | 0.8% | -1.5% | -7.9% | -2.6%
21 | CCCC(=O)NC(=S)Nc1cccc(C(C)=O)c1 | 26.2% | 7.6% | -3.6% | -2.0 | -5.7%[57.1 µM] | 24.0% | -0.6% | i | 3.7%[57.1 µM]
22 | Cc1ccc2nc(Cl)c(/C=N/NC(=O)CN3CCOCC3)cc2c1 | 17.0% | 9.3% | -14.9% | 7.5 | -3.6% | 6.4% | 5.1% | i | -3.5%
23 | COc1cc(C2C(C#N)=C(N)Oc3cc(O)ccc32)cc2c1OCO2 (centres undefined) | ? | -8.9% | 3.4% | 6.6 | ? | 14.5% | ? | -0.8% | 10.2%[57.1 µM]
24 | O=C(CCCN1CCC(NC(=O)c2ccccc2)CC1)c1ccc(Cl)cc1 | 12.1% | 10.1% | -3.4% | -1.0 | 0.3% | -4.3% | -1.3% | 8.5% | 0.1%
25 | Cc1ccc(SCc2ccc(C(=O)N3CCCC3)cc2)cc1 | 21.1% | 3.0% | -25.5% | 1.6 | 23.2%[57.1 µM] | -6.2% | -7.2% | -5.7% | 6.9%[57.1 µM]
26 | O=C(Nc1cccc(F)c1)Nc1ccnn1C1CCN(C(=O)c2cscn2)CC1 | 2.0% | -3.7% | -0.5% | 3.8 | 8.5% | 9.7% | -11.4% | -8.7% | -5.3%
27 | Cc1ccc(N/N=C/c2c(C)c(C#N)c(=O)n(C)c2O)cc1C | -19.7% | 12.2% | -13.2% | -12.5 | -57.9% | ? | ? | i | -9.3%[57.1 µM]
28 | C=CCN(CC=C)C(=O)CN1C(=O)NC(C)(c2ccc3cc(OC)ccc3c2)C1=O (centres undefined) | 43.8%[activator] | -6.1% | -24.8% | 0.8 | 15.2%[57.1 µM] | -9.2% | 3.1% | -0.2% | 5.0%[57.1 µM]
29 | Cc1ccc(OCCn2nnc3ccccc32)cc1C | 66.2%[activator] | -10.8% | -28.2% | 1.4 | 27.6% | -15.2% | 5.4% | 2.3% | 2.2%
30 | CC(C)(C)CC(=O)Nc1cccc(-c2cn3cccnc3n2)c1 | 35.6% | -5.4% | -3.2% | -0.9 | 6.8% | -0.5% | 43.3%[activator] | i | 320.9%[activator]
31 | Cc1ccc(NC(=O)C2Cc3ccccc3CN2C(=O)c2ccccc2)cc1Cl (centres undefined) | 17.2% | 25.0% | -12.7% | -4.2 | -13.2% | 1.2% | 4.3% | -4.6% | -12.3%
32 | COc1cccc(CN(C)C(=O)C2CSC3(C)CCC(=O)N23)c1OC (centres undefined) | 26.2% | 5.2% | -0.1% | -2.8 | 21.6% | -1.9% | -3.7% | -2.0% | 5.2%
33 | Cc1cc(C)c(NC(=O)CSc2nc3nc(C)cc(C)n3n2)c(C)c1 | 37.1% | -9.0% | -12.6% | -6.5 | -7.3% | 6.3% | 1.2% | 6.9% | -7.9%
34 | CC(=O)Nc1ccc2ccccc2c1 | 27.3% | 1.4% | -1.2% | 0.5 | -2.3% | 6.4% | 1.0% | nt | 10.6%
35 | CN(C)S(=O)(=O)N1CCN(c2ccc(Cl)cc2)CC1 | 13.1% | 3.1% | -12.0% | 5.8 | 10.8% | 3.9% | -0.7% | 1.7% | 1.8%
36 | C=CCNc1ncnc2c1ncn2C1OC(CO)C(O)C1O (centres undefined) | 13.9% | 5.8% | -8.0% | -2.8 | -8.1% | -1.5% | -0.9% | -6.0% | -6.1%
37 | Cc1cccc(C)c1N1CCN(C(=O)N2CCCCC2)CC1 | 28.3% | -3.6% | -5.3% | 1.7 | 12.8% | -7.8% | -9.6% | -5.5% | 0.8%
38 | O=C(NCC1CCCN(Cc2ccccc2F)C1)c1cccc(C(F)(F)F)c1 (centres undefined) | 21.0% | -7.4% | -15.3% | 2.9 | -12.2% | -1.5% | 0.1% | 0.1% | -6.9%
39 | O=C1[C@@H]2[C@H](C(=O)N1n1cnnc1)[C@H]1C=C[C@@H]2C1 | 20.0% | 12.5% | -2.6% | 2.1 | 0.1% | 6.8% | 4.4% | -0.6% | 11.8%
40 | COc1ccccc1-c1cc(C(=O)N/N=C/c2ccc(C)o2)c2ccccc2n1 | 30.8% | -1.6% | -15.6% | -3.9 | 14.9% | 16.2% | -0.5% | 0.2% | -3.9%
41 | O=C(COc1ccc(Cl)cc1)Nc1nnc(S(=O)(=O)N2CCc3ccccc32)s1 | -8.6% | 5.2% | -1.4% | -2.0 | 6.3% | 13.7% | 6.9% | -6.7% | -3.7%
42 | COc1ccc(CS(=O)(=O)c2nc(C)cc(C)c2S(C)(=O)=O)cc1 | 58.3%[activator] | 0.4% | -9.9% | -2.8 | -5.6%[57.1 µM] | -0.1% | -2.6% | -9.9% | 1.3%[57.1 µM]
43 | CC(=O)c1ccc(OC(=O)CCc2ccccc2)cc1 | 86.9%[activator] | 0.4% | -24.6% | 10.2 | 13.6% | 2.2% | -4.9% | -5.2% | 1.3%
44 | CC(CCc1ccccc1)NC(=O)Cc1ccccc1 (centres undefined) | 52.9%[activator] | -2.1% | -11.8% | -4.7 | -7.6% | 3.1% | 2.1% | -10.8% | -6.7%

# A portion of the library, so the mix of outcomes need not match the whole.
